MC4R antagonist: blocks human MC4R cAMP signaling; hit rate 0.48% among 360,000; MC4R-expressing cells, MTII-stimulated cAMP, LANCE TR-FRET; AID 540295; P32245; inhibition, % at 6.5 µM;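 active = inhibition above its plate's cutoff, the mean of tested wells on that plate plus 3 SD, cut at about 29% in these data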;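 note: 0% = Melanotan II alone and 100% = Melanotan II plus saturating MCL0020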
Target sequence (P32245 whole entry, looked up): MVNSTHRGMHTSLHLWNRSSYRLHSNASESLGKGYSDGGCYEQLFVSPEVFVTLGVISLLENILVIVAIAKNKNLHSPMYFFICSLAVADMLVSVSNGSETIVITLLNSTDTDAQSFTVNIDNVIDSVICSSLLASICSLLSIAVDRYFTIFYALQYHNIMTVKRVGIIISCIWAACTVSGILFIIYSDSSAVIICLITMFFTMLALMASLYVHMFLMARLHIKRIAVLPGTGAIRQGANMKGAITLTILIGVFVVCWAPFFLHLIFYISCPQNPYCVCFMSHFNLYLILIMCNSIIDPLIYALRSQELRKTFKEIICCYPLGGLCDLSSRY
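System: U2OS cells stably expressing human melanocortin 4 receptor (MC4R). Reagent: Melanotan II challenge after compound preincubation. Doses: 6.5 µM. Times: 30-min compound, 1-h challenge, 1-h detection, room temperature. Measured by: TR-FRET with Eu-cAMP and labeled anti-cAMP, 671 nm. Replicates: singlicate.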
Glyco luc inh: blocks N-linked glycosylation in D54 reporter cells; D54 ERlucT glycosylation luciferase reporter, 24 h; percent of 100 nM tunicamycin response; reporter increase, % at 12.5 µM; hit rate 0.23% among 360,000;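 active = mean luciferase reporter signal, scaled so untreated is 0 and the glycosylation-blocking control 100, at or above a set limit in every replicate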;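 note: luciferase carries N-glycosylation sites so blocking glycosylation raises the light; 0% = median of neutral control wells and 100% = median of 100 nM tunicamycin wells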
TLR9-MyD88 block: blocks human TLR9 binding to MyD88 | hit rate 0.21% among 340,000 | Q9NR96+Q99836 | inhibition, % at 4.98 µM | CHO BLA complementation TLR9-MyD88, CCF4 FRET ratio;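 active = inhibition above the mean over all tested compounds plus 3 SD, cut at about 21% in these data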;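 note: 0% = DMSO only wells and 100% = clavulanate BLA inhibitor control wells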
ABCB6 inh 2: blocks the human ABCB6 transporter; K562-ABCB6 porphyrin accumulation, flow cytometry, 1 h; stronger effect = lower value; Q9NP58; fluorescence ratio to DMSO, % at 10 µM; hit rate 0.19% among 360,000;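 active = fluorescence ratio to DMSO below 75%, the collection mean minus 3 SD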;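 note: signal is porphyrin accumulated inside mitochondria; 100% equals median channel fluorescence of DMSO control wells; lower ratio means ABCB6 inhibition with less porphyrin fluorescence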
MC4R barr agon: agonists of human melanocortin 4 receptor (MC4R) beta-arrestin. P32245. U2OS MC4R beta-arrestin complementation, luminescence; percent of melanotan II response, DMSO zero. activation, % at 8.9 µM. hit rate 0.98% among 360,000. AID 540308;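 active = activation above a per-plate cutoff, the mean activation of sample wells on that plate plus 3 SD, cut at about 8% in these data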
HTR2A ag: activates the mouse 5-HT2A serotonin receptor | P35363 | CHO-K1 mHTR2A beta-arrestin complementation, luminescence; percent of 30 µM serotonin response | activation, % at 7.6 µM | hit rate 0.66% among 360,000 | AID 624169;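 active = activation above a run cutoff, the mean activation of all tested compounds plus 3 SD, cut at about 14% in these data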;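 note: 0% = plate median of compound wells and 100% = 30 µM serotonin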
Target sequence (P35363 whole entry, looked up): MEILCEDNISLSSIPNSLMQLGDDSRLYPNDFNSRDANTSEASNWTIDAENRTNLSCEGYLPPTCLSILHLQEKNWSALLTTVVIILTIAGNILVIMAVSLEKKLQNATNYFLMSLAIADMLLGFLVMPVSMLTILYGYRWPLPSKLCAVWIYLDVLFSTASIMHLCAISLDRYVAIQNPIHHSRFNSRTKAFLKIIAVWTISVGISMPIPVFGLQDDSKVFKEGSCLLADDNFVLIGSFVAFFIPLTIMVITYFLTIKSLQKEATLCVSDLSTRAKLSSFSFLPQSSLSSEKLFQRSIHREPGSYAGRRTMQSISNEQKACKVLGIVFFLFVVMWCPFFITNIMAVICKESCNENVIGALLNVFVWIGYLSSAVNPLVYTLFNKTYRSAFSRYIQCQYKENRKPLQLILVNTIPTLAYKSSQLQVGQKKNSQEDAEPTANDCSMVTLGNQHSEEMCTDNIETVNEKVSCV
SRC2 inh: human SRC2 (NCOA2) inhibition. inhibition, % at 9 µM. Q15596. HEK293 GAL4-SRC2 luciferase reporter, luminescence. hit rate 0.17% among 370,000. AID 651957;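 active = inhibition above the mean inhibition of all tested compounds plus 3 SD, set per campaign, cut at about 52% in these data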;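 note: 0% = DMSO treated cells and 100% = cells given Gossypol at 36 µM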
ABHD5-PLIN5 inh: ABHD5-PLIN5 protein interaction inhibition. Q00G26+Q8WTS1. Split G. princeps luciferase complementation, luminescence, 4 h. inhibition, % at 4 µM. hit rate 0.78% among 360,000. AID 602281;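 active = inhibition above the mean inhibition across every tested compound plus 3 SD, cut at about 22% in these data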;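 note: 0% = DMSO only wells and the 100% control is not disclosed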
Cardio protect: modulators protecting cardiomyocytes from myocardial damage; protection from H2O2 cell death, % at 20 µM; hit rate 0.63% among 360,000; H9c2 cardiomyocytes, H2O2 injury protection, ATPLite, 2 h; AID 588492;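 active = compounds giving at least 50% protection of heart cells from peroxide-induced death in the single-dose screen, raw or plate-pattern-corrected value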;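 note: 0% = DMSO wells with peroxide and 100% = DMSO wells without peroxide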
NOD2-RIPK2 inh: NOD2-RIPK2 protein interaction inhibition; O43353; CHO BLA complementation NOD2-RIPK2, CCF4 ratio; inhibition, % at 4.98 µM; hit rate 0.38% among 360,000; AID 624267; in the data active = inhibition above about 21%;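 note: 0% = vehicle only and 100% = reference blocker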
Numbers without * were called inactive; / = not tested or not shown. Only part of the results is shown; rates above refer to the full screens.

Molecule	MC4R antagonist	Glyco luc inh	TLR9-MyD88 block	ABCB6 inh 2	MC4R barr agon	HTR2A ag	SRC2 inh	ABHD5-PLIN5 inh	Cardio protect	NOD2-RIPK2 inh
CCn1nc(C)cc1C(=O)N1CCCC(C(=O)c2ccc3ccccc3c2)C1 (centres undefined)	7	3	6	98	-1.8	3	15	8	-2	0
COc1ccc(OC)c(C2/C(=C(/O)c3ccc(C)cc3)C(=O)C(=O)N2Cc2ccco2)c1 (centres undefined)	16	-1	-2	106	4.0	1	5	-5	6	0
Cc1cccc(-n2ncc3c2CCCC3NC(=O)CC(F)(F)F)c1C (centres undefined)	12	-1	5	103	-1.0	2	18	2	-6	-12
CCc1ccc2oc(=O)cc(CN3CCCCC3C)c2c1 (centres undefined)	11	-3	3	96	1.5	-6	-23	3	-1	-6
O=c1cc(-c2ccco2)oc2ccc(Cl)cc12	9	2	-6	104	1.3	12	-47	-4	1	2
CCOc1ccc(C(=O)Nc2ccccc2C#N)cc1[N+](=O)[O-]	6	0	-8	98	0.9	2	-6	-6	-6	6
CCCCn1nnnc1C(c1cc2ccccc2o1)N1CCN(c2c(C)cccc2C)CC1 (centres undefined)	/	/	/	103	/	9	-20	-9	/	-3
Cc1ccc(S(=O)(=O)N(C)c2ccc(C(=O)NCC(c3ccco3)N(C)C)cc2)cc1 (centres undefined)	4	1	-6	96	0.3	-15	5	3	0	-6

Random excerpt: 2 compounds from above, in no set order.
Molecule	MC4R antagonist	Glyco luc inh	TLR9-MyD88 block	ABCB6 inh 2	MC4R barr agon	HTR2A ag	SRC2 inh	ABHD5-PLIN5 inh	Cardio protect	NOD2-RIPK2 inh
CCn1nc(C)cc1C(=O)N1CCCC(C(=O)c2ccc3ccccc3c2)C1 (centres undefined)	7	3	6	98	-1.8	3	15	8	-2	0
CCOc1ccc(C(=O)Nc2ccccc2C#N)cc1[N+](=O)[O-]	6	0	-8	98	0.9	2	-6	-6	-6	6

More entries follow:
Molecule	MC4R antagonist	Glyco luc inh	TLR9-MyD88 block	ABCB6 inh 2	MC4R barr agon	HTR2A ag	SRC2 inh	ABHD5-PLIN5 inh	Cardio protect	NOD2-RIPK2 inh
O=C(CCNC(=O)c1ccccc1Cl)Nc1cccc(S(=O)(=O)N2CCCCC2)c1	11	-2	2	94	-3.7	-9	-17	-7	1	-18
COC(=O)c1ccc(Cl)c(NC(=O)NC2CCCCC2)c1	2	1	-4	107	-0.7	-1	1	-4	0	-5
Cc1ccccc1NS(=O)(=O)c1cccc(-c2nnc(-c3ccccc3)o2)c1	4	1	2	95	-1.8	1	29	-6	4	1
CCC1CCCCN1C(=O)COc1c(Br)cc(Br)c2cccnc12 (centres undefined)	-4	2	-1	101	-1.1	-1	-1	-5	-10	-1
COc1ccc(/C=N/NC(=O)CN(C2=NS(=O)(=O)c3ccccc32)c2ccccc2)cc1OC	-1	1	0	102	-1.1	0	1	4	1	2
CCO[C@H]1OC(C(=O)NCc2nc3ccccc3[nH]2)=C[C@@H](c2ccc3c(c2)OCO3)[C@@H]1CCCO	5	-1	2	97	-1.3	3	7	3	18	-16
Cc1ccc(NC(=O)/C(=C/c2ccc([N+](=O)[O-])cc2)NC(=O)c2ccccc2)cc1	23	2	-6	103	1.0	-5	9	-3	2	-6
O=C(Oc1ccc(N(C(=O)c2ccncc2)S(=O)(=O)c2ccc(Cl)cc2)cc1)c1ccncc1	-15	-4	-6	96	-2.7	-7	2	8	6	-7

(continued)
Molecule	MC4R antagonist	Glyco luc inh	TLR9-MyD88 block	ABCB6 inh 2	MC4R barr agon	HTR2A ag	SRC2 inh	ABHD5-PLIN5 inh	Cardio protect	NOD2-RIPK2 inh
COc1ccc(NC2CCCN(C(=O)c3ccc(C(C)=O)cc3)C2)cc1 (centres undefined)	0	4	-9	95	-2.0	-2	-4	-2	3	-6
COc1ccc(-c2cn3cccnc3n2)cc1	9	1	10	97	-2.8	-1	-81	4	-17	-11
COCCNC(=S)c1ccc(OC)cc1	-3	2	4	103	-0.6	0	-21	-12	5	-1
C=CCSc1nc(N)c(C(=O)Nc2ccccc2C)cc1C(N)=O	7	-3	-10	104	-1.5	-3	9	-3	-3	-5
OC(c1ccc(Cl)cc1Cl)C(Cc1cccnc1)n1cncn1 (centres undefined)	-2	-1	2	102	-2.7	-3	-14	1	-4	-5
COc1ccccc1NC(=S)NCc1ccc(S(N)(=O)=O)cc1	2	1	0	87	0.6	1	-13	-2	-3	-8
CCOc1ccc(C(=O)NCC(=O)OCC(=O)Nc2ccccc2OC)cc1	13	2	-2	93	-0.6	-3	-5	4	4	1
COc1ccc2nc(C)cc(N3CCC(C(N)=O)CC3)c2c1	17	2	-6	101	3.8	9	-5	-1	-4	-10

(listing goes on)
Molecule	MC4R antagonist	Glyco luc inh	TLR9-MyD88 block	ABCB6 inh 2	MC4R barr agon	HTR2A ag	SRC2 inh	ABHD5-PLIN5 inh	Cardio protect	NOD2-RIPK2 inh
Cn1nc(C(=O)Nc2cccc(S(=O)(=O)N3CCCC3)c2)c2ccccc2c1=O	-1	21	3	94	-1.5	-2	-16	3	-6	4
O=C(CS(=O)(=O)Cc1ccccc1)Nc1nnc(C2CCCCC2)s1	14	2	-12	100	0.0	0	-16	-6	-2	0
O=C(NCCc1ccccc1)C1CCN(Cc2ccccc2F)CC1	2	-3	-30	103	2.7	1	-17	3	3	-2
O=C(NCCCNC(=O)c1ccccc1F)c1ccco1	19	2	-5	98	1.1	7	-22	8	0	-9
Cc1nc2ccc(NC(=O)N3CCN(c4ccccn4)CC3)cc2s1	-3	2	4	89	-3.3	5	5	1	-2	-16
O=C(CN1CCCCC1)NNC(=O)c1cccc(Br)c1	7	0	-6	83	-3.1	-11	-2	-4	-4	-16
CC1CCN(S(=O)(=O)c2ccc(NC(=O)CN3C(=O)NC(C)(c4ccccc4)C3=O)cc2)CC1 (centres undefined)	-4	1	11	92	-4.1	7	-42	-1	-6	12
CCOc1nc(C)ccc1-c1noc(-c2ccccc2OC)n1	2	0	-7	94	1.8	1	2	-6	0	-6

An excerpt from above in order of length of the SMILES, ascending.
Molecule	MC4R antagonist	Glyco luc inh	TLR9-MyD88 block	ABCB6 inh 2	MC4R barr agon	HTR2A ag	SRC2 inh	ABHD5-PLIN5 inh	Cardio protect	NOD2-RIPK2 inh
O=C(NCCc1ccccc1)C1CCN(Cc2ccccc2F)CC1	2	-3	-30	103	2.7	1	-17	3	3	-2
Cc1nc2ccc(NC(=O)N3CCN(c4ccccn4)CC3)cc2s1	-3	2	4	89	-3.3	5	5	1	-2	-16
CC1CCN(S(=O)(=O)c2ccc(NC(=O)CN3C(=O)NC(C)(c4ccccc4)C3=O)cc2)CC1 (centres undefined)	-4	1	11	92	-4.1	7	-42	-1	-6	12

Other records
Molecule	MC4R antagonist	Glyco luc inh	TLR9-MyD88 block	ABCB6 inh 2	MC4R barr agon	HTR2A ag	SRC2 inh	ABHD5-PLIN5 inh	Cardio protect	NOD2-RIPK2 inh
Cc1ccc(N(CC(=O)Nc2cccc(N(C)S(C)(=O)=O)c2)S(C)(=O)=O)cc1	25	0	3	96	-0.3	0	13	-3	5	3
CCOc1ccc(-n2c(-c3ccco3)n[nH]c2=S)cc1	9	2	0	91	0.0	-7	-24	-8	0	-14
CCCC(C1=C(O)CC(C)(C)CC1=O)C1C(=O)CC(C)(C)CC1=O (centres undefined)	5	-1	3	89	0.3	-3	-7	3	7	4
COc1cc(/C=C/c2ccc3cccc(O)c3n2)ccc1O	1	-8	11	97	-2.3	-6	-68	2	17	7
COc1ccc(CNC(=O)CCNS(=O)(=O)c2ccc(Br)s2)cc1	5	0	-2	168	-1.4	-4	24	7	-2	-4
CCOC(=O)[C@]12CCCC=C1N(Cc1ccc(Cl)cc1Cl)C(=O)[C@H](CC(=O)NCCCCc1ccccc1)C2	/	/	/	99	/	6	4	-4	/	-12
CCOC(=O)[C@@H]1[C@H]2COc3cc(OC)ccc3[C@@H]2N2C(=O)N(c3cccc(Cl)c3)C(=O)[C@@]12C	5	1	0	103	1.5	-2	/	-2	12	0
Cc1ccc(-c2nc(Nc3ccc(N4CCOCC4)cc3)c3ccccc3n2)cc1	-1	-10	/	96	-3.1	3	-2	4	30	-10

Further structures follow:
Molecule	MC4R antagonist	Glyco luc inh	TLR9-MyD88 block	ABCB6 inh 2	MC4R barr agon	HTR2A ag	SRC2 inh	ABHD5-PLIN5 inh	Cardio protect	NOD2-RIPK2 inh
CCO[C@@H]1OC(C(=O)N2CCN(Cc3ccc4c(c3)OCO4)CC2)=C[C@H](c2csc3ccccc23)[C@H]1CCCO	4	-2	-4	95	-2.2	-9	/	1	6	8
NC(=O)C1(C(N)=O)OC1c1ccc(Cl)c(Cl)c1 (centres undefined)	16	0	6	99	-1.1	0	-5	0	-2	-9
CC(C)NC(=O)NC(=O)COC(=O)c1c2c(nc3ccccc13)CCC2	19	-2	-3	98	3.0	2	20	2	34	-5
CC(=O)N1CCCc2cc(S(=O)(=O)N3CCN(c4ccccn4)CC3)ccc21	18	4	-9	91	-0.2	-1	-33	8	-15	0
COc1ccccc1NC(=O)NS(=O)(=O)c1ccc(C)cc1	5	1	6	97	-1.5	-3	0	-2	-2	-5
Cc1cccc(-[n+]2c(C)cc(C)c3c(=O)[nH]c(=O)[nH]c32)c1	-4	2	-10	100	2.5	-1	-10	11	17	-7
CN(C)CCCN(CCCNC(=O)/C=N/O)Cc1ccccc1	0	0	-5	89	-2.9	4	5	-1	-1	-9
CCOC(=O)C1Nc2ccc(C(=O)O)cc2C2C=CCC12 (centres undefined)	-4	0	-2	117	-2.7	4	-1	17	-1	-6
Cc1ccc2[nH]c(CNC(=O)c3ccccc3F)cc2c1	4	-8	-5	97	-2.1	-3	-18	0	6	9

Some entries already given with just TLR9-MyD88 block and NOD2-RIPK2 inh:
SMILES,TLR9-MyD88 block,NOD2-RIPK2 inh
COc1ccc(-c2cn3cccnc3n2)cc1,10,-11
O=C(Oc1ccc(N(C(=O)c2ccncc2)S(=O)(=O)c2ccc(Cl)cc2)cc1)c1ccncc1,-6,-7
COc1ccc(NC2CCCN(C(=O)c3ccc(C(C)=O)cc3)C2)cc1 (centres undefined),-9,-6
Cc1ccc(N(CC(=O)Nc2cccc(N(C)S(C)(=O)=O)c2)S(C)(=O)=O)cc1,3,3

From PubChem BioAssay
